Screening results deposited in PubChem by National Center for Advancing Translational Sciences (NCATS).
CCT modulator: High-Throughput Screening for Modulators of Cytosolic Chaperonin Activity; AID 651819, 2012; hit rate 0.3% among 360,000; activity change, % (test concentration not listed), hits read low; purified chaperonin ATPase assay, HTRF ADP detection, 30 min; in the data active means activity change below about -30%; further: on the % scale 0 is the no-effect control and ±100 the full control effect
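Nucleotide hydrolysis assay: TRiC at 20–40 nM final (set by batch activity) with 10 uM ATP, 30 min at 37 °C, in presence of 76 uM compound. Detection by competitive ADP HTRF, 30 min ambient.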
EPAC2 antag: qHTS for Antagonist of cAMP-regulated guanine nucleotide exchange factor 2 (EPAC2): primary screen. Rap guanine nucleotide exchange factor 4 (Homo sapiens), Q8WZA2. EPAC2 GEF exchange of Rap1B-BODIPY-GDP, fluorescence. Potency, µM (doses to about 114 µM), without a hit: at the highest dose activity, negative = inhibition, hits mostly inhibitors. hit rate 0.18% among 360,000. AID 720708, 2013; further: potency means the concentration at half of the fitted maximal effect; on the % scale 0 is the no-effect control and ±100 the full control effect; nearly all actives have a fitted effect of over 45% in size; many of its hits are not listed in these tables
Target sequence (Q8WZA2 whole entry, looked up): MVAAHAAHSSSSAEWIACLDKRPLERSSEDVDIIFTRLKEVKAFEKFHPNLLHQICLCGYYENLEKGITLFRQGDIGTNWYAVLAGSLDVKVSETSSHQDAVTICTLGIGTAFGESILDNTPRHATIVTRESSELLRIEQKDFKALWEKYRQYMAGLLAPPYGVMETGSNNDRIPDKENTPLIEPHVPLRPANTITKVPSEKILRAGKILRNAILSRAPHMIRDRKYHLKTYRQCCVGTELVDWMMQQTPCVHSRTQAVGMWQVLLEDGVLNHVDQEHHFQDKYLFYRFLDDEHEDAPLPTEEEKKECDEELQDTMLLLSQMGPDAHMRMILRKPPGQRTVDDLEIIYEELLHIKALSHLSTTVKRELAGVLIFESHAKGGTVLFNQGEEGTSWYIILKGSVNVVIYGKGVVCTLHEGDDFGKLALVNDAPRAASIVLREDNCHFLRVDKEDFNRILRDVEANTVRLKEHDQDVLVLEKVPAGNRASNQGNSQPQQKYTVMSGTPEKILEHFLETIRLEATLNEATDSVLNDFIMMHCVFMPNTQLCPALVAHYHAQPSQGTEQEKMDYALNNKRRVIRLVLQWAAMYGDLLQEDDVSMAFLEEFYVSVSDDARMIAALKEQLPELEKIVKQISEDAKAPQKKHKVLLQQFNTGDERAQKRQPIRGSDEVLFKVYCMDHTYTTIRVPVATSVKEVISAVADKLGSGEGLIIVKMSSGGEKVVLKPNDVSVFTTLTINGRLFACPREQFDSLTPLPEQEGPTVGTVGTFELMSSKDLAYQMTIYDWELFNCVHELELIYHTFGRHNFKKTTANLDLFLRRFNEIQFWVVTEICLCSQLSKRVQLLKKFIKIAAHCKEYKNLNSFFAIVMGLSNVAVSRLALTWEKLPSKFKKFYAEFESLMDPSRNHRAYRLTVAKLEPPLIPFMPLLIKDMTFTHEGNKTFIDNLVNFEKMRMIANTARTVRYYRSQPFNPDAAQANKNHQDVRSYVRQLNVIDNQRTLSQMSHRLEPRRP
Nrf2 block: Nrf2 qHTS screen for inhibitors | A549 ARE-Fluc reporter, luciferase luminescence, 18-24 h | Potency, µM (series often up to 46 µM), for inactives: top-dose activity change, negative = inhibition, most hits filed as inhibitors | hit rate 2.1% among 360,000; further: potency means the concentration at half of the fitted maximal effect; on the % scale 0 is the no-effect control and ±100 the full control effect; nearly all actives have a fitted effect of over 60% in size
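Quantitative HTS in A549 cells stably bearing an antioxidant response element-firefly luciferase construct. Inhibition of Nrf2-driven transcription was scored by luminescence after 18-24 h of compound exposure at 37 °C.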
A549 tox: Nrf2 qHTS screen for inhibitors: counterscreen for cytotoxicity; A549 ARE-Fluc cells, CellTiter-Fluor viability, 18-24 h; Potency, µM (series often up to 46 µM), inactives show at the top dose activity change, negative = cytotoxicity, actives largely listed as inhibitors; hit rate 0.16% among 390,000; AID 504648, 2011; further: potency means the concentration at half of the fitted maximal effect; on the % scale 0 is the no-effect control and ±100 the full control effect
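Cytotoxicity counterscreen: CellTiter-Fluor fluorescence was measured in A549 ARE_Fluc cells after 18-24 h of compound exposure in a concentration series. The subsequent BugLite luminescent read reports ARE-luciferase activity.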
MmCpn inh: Inhibitors of TCP-1 ring complex (TRiC) of Methanococcus maripaludis (MmCpn): qHTS; purified Mm-Cpn ATPase, ADP Transcreener TR-FRET; Potency, µM (doses to about 76.9 µM), inactives show at the highest dose activity, negative = inhibition, actives largely listed as inhibitors; hit rate 0.031% among 330,000; further: potency means the concentration at half of the fitted maximal effect; on the % scale 0 is the no-effect control and ±100 the full control effect; nearly all actives have a fitted effect of over 80% in size
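Reaction buffer contained 30 mM Tris pH 7.4, 100 mM KCl, 5 mM MgCl2 and 1 mM DTT. Mm-CPN (25 nM final) hydrolysed 10 uM ATP over 30 min at 37°C; ADP was read by HTRF.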
TGFb SMAD3 inh: qHTS for Inhibitors of TGF-b; HepG2 CAGA-GFP TGF-b/SMAD3 reporter, GFP fluorescence, 18 h; TGF-beta stimulated, 500 pg/mL final; Potency, µM (titrated, usually from 46.1 µM), for inactives: at the highest dose activity, negative = inhibition, usual class: inhibitors; hit rate 1.2% among 410,000; further: potency means the concentration at half of the fitted maximal effect; on the % scale 0 is the no-effect control and ±100 the full control effect; nearly all actives have a fitted effect of over 65% in size
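Smad-responsive CAGA-GFP expression was quantified in HEPG2 cells exposed to compounds and 500 pg/mL final TGF-beta for 18 h at 37 degrees C; unstimulated wells defined full inhibition.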
Nrf2 activator: qHTS of Nrf2 Activators; AREc32 ARE-luciferase reporter (MCF7-derived line), luminescence, 24 h; Potency, µM (doses to about 46.1 µM), inactives show top-dose activation, hits mostly activators; hit rate 0.31% among 410,000; further: potency means the concentration at half of the fitted maximal effect; % of control where 0% means no effect; nearly all actives have a fitted effect of over 65% in size
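AREc32 cells carrying an ARE-driven firefly luciferase reporter were seeded at 1000 cells/well in OPTI-MEM with 5% FBS, then exposed to compound for 24 hr at 37 deg C. Luminescence was read with Steady-Glo after 30 min at RT.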
Akt phos inh: HTS Assay for Inhibitors of Akt Phophorylation: Primary Screen; Neuro2A IGF-stimulated pAkt S473 HTRF, 20 min; hits give low values; activity change, % for hits at 50 µM; hit rate 0.32% among 360,000; in the data active means activity change below about -80%; inconclusive means mostly about -51% to -80%; further: on the % scale 0 is the no-effect control and ±100 the full control effect
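Neuro2A cells in DMEM with 0.5% FBS, overnight at 37 deg C, given compound at single 50 µM final, then IGF (6 nM final) for 20 min at 37 deg C. Lysed; phospho-Akt Ser473 by HTRF after 24 h, 665/615 ratio.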
EPAC2 agonist: qHTS for Agonist of cAMP-regulated guanine nucleotide exchange factor 4 (EPAC2): primary screen; Rap guanine nucleotide exchange factor 4 (Homo sapiens), Q8WZA2; Potency, µM (highest dose often 154 µM), for inactives: at the top dose activation, hits mostly activators; hit rate 0.079% among 360,000; EPAC2 activation, biochemical qHTS; response scale: 100% = 6.5 mM cAMP response; further: potency means the concentration at half of the fitted maximal effect; nearly all actives have a fitted effect of over 50% in size
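EPAC2 (100 nM) mixed with Rap1B loaded with BODIPY-GDP (250 nM) plus 50 uM unlabeled GDP; compounds pinned in, 5 min RT, then read every 5 min for 30 min (ex 480, em 540 nm). Normalized to cAMP control.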
* = called active by the depositor; i = inactive; ? = inconclusive; · = no result given; & = joins results of further samples; [ ] = another dose, or the depositor's remark. Unless noted, the call rests on the fitted dose curve; in most records, active means well fitted curve in the direction sought with a large enough effect; inconclusive means small, poorly fitted or top-dose-only effect, or another doubt; inactive means no such curve, though single readings can be large; an effect the other way counts as inactive or inconclusive. The list is partial; count on the stated rates, not on these rows.

SMILES	CCT modulator	EPAC2 antag	Nrf2 block	A549 tox	MmCpn inh	TGFb SMAD3 inh	Nrf2 activator	Akt phos inh	EPAC2 agonist
CCCN(CC(=O)Nc1ccccc1OC)C(=O)CC1CCCC1	-6.2	-12%	-15%	8%	-3%	2%	0.2%	i	-6%
CC(C)COC(=O)NCC12C=CC(O1)C1C(=O)N(c3ccc(Cl)cc3)C(=O)C12 (stereo not given)	2.5	-3%	12%	3%	1%	4%	1.9%	i	3%
Cc1ccc(NS(=O)(=O)N2CCOCC2)cc1Cl	0.9	-2%	16%	0%	-4%	-19%	0.1%	i	11%
O=C(NCC1CCN(Cc2cccc(Cl)c2)CC1)Nc1ccc(F)c(Cl)c1	·	·	?	-5%	·	22µM*	-3.1%	·	·
CC(C)(C)C(=O)NC1CC2CCCC(C1)N2C(=O)Nc1cccc(Cl)c1 (stereo not given)	-2.1	-9%	0%	0%	0%	-1%	0.5%	i	7%
COc1cc(OC)c(NC(=O)CCn2cnc3onc(-c4ccc(F)cc4)c3c2=O)cc1Cl	·	·	?	1%	·	12%	-1.3%	·	·
CSCCC(NC(N)=O)C(=O)N(C)CC(=O)Nc1cc(C)ccc1C (stereo not given)	-2.3	-1%	-11%	3%	-1%	-20%	-0.5%	i	-1%
COC(=O)CCCC1=CC2=CC(=O)C(C)(OC(=O)c3cccs3)C(=O)C2=CN1CCCCO (stereo not given)	1.6	6%	-15%	-9%	0%	1%	0.1%	i	6%
CCC(Sc1nc(-c2ccccc2)c(C#N)c(=O)[nH]1)C(=O)Nc1cc(C)on1 (stereo not given)	-0.3	-2%	11%	-4%	-19%	-4%	-0.1%	i	1%
CC(C)c1nc2oc3ccccc3c(=O)c2c(=O)n1-c1ccccc1	1.3	8%	?	3%	2%	-15%	?	i	-6%
Cn1c(NC(=O)C[n+]2cc(-c3ccc(F)cc3)n3c2CCC3)cc(=O)n(C)c1=O	-1.1	0%	4%	-2%	1%	-20%	0.1%	i	7%
O=C(NCCCn1ccnc1)c1cccc(S(=O)(=O)Nc2ccc(F)cc2)c1	3.1	14%	-22%	4%	2%	?	2.6%	i	-9%
CCOc1ccc2nc3c(cc2c1)CN(CCOC)C(=NC)S3	-1.7	-1%	2%	-4%	-5%	1%	-0.7%	-88%*	-1%
CCOC(=O)N1CCN(Cc2nc3c(c(=O)n(C)c(=O)n3C)n2Cc2cccc3ccccc23)CC1	-3.0	-3%	-2%	-2%	1%	18%	-0.2%	i	16%
O=C(N/N=C/c1cccc(Oc2ccc([N+](=O)[O-])cc2[N+](=O)[O-])c1)c1cncc(Br)c1	-4.5	0%	13µM*	?	-1%	-4%	?	i	10%
Cc1cc(C)c(OCC(=O)OCC(=O)N2CCN(C(=O)c3ccco3)CC2)c(C)c1	3.0	1%	2%	-1%	-1%	-14%	0.3%	i	1%
CCc1ccc(-c2cn3nc(-c4ccccc4)cnc3n2)cc1	-1.7	3%	?	1%	1%	6%	1.3%	i	8%
CC1CC(=O)N(Cc2ccccc2)c2ccccc2N1C=O (stereo not given)	-1.6	-3%	5%	·	1%	-24%	-0.3%	i	-2%
COCCNC(=O)C1(C)CCCN(CCSc2ccccc2)C1 (stereo not given)	2.3	10%	·	·	·	-8%	0.0%	i	-4%
CCN(C[C@H]1N[C@@](Cc2ccccc2)(C(=O)OC)[C@H]2C(=O)N(C)C(=O)[C@@H]12)S(=O)(=O)c1ccc(C(F)(F)F)cc1	0.4	-14%	-24%	-9%	0%	-14%	-0.4%	i	-9%
C[C@@H](NC(=O)c1[nH]cnc1C(=O)Nc1cccc(Cl)c1)c1ccccc1	-1.0	1%	?	-5%	2%	?	1.0%	i	-2%
CCOC(=O)c1c(N)sc2c1C1CCN2CC1	-7.5	5%	-6%	-5%	-4%	2%	1.8%	i	9%
CC1CCCN(CC(=O)NNC(=O)COc2ccc(Br)cc2)C1 (stereo not given)	1.8	5%	-7%	0%	0%	25%	-0.1%	i	1%
COc1ccc(S(=O)(=O)N2CCOCC2)cc1NC(=O)COc1cccnc1[N+](=O)[O-]	-3.5	-4%	-15%	7%	0%	9%	-0.7%	i	-2%
Nc1nnc(SCC(=O)Nc2ccccc2)s1	-1.5	4%	12%&16%	-7%&2%	1%	2%&-2%	0.3%&0.6%	i	3%

An excerpt of these results, as a markdown table:
| mol | CCT modulator | EPAC2 antag | Nrf2 block | A549 tox | MmCpn inh | TGFb SMAD3 inh | Nrf2 activator | Akt phos inh | EPAC2 agonist |
| --- | --- | --- | --- | --- | --- | --- | --- | --- | --- |
| CCc1ccc(-c2cn3nc(-c4ccccc4)cnc3n2)cc1 | -1.7 | 3% | ? | 1% | 1% | 6% | 1.3% | i | 8% |
| CC(C)(C)C(=O)NC1CC2CCCC(C1)N2C(=O)Nc1cccc(Cl)c1 (stereo not given) | -2.1 | -9% | 0% | 0% | 0% | -1% | 0.5% | i | 7% |
| O=C(NCC1CCN(Cc2cccc(Cl)c2)CC1)Nc1ccc(F)c(Cl)c1 | · | · | ? | -5% | · | 22µM* | -3.1% | · | · |

(list continues)
SMILES	CCT modulator	EPAC2 antag	Nrf2 block	A549 tox	MmCpn inh	TGFb SMAD3 inh	Nrf2 activator	Akt phos inh	EPAC2 agonist
O=C(COC(=O)c1ccc(Cl)nc1)NC1CCCCCC1	-0.8	8%	0%	0%	-3%	2%	-0.1%	i	8%
CCOc1ccc(N2C(=O)CC(SC(=NC)Nc3cccc(OC)c3)C2=O)cc1 (stereo not given)	-1.2	-17%	-12%	-1%	-2%	-4%	0.3%	i	6%
Cc1nn2c(N3CCOCC3)cc(C(C)C)nc2c1-c1ccccc1	0.7	-16%	-15%	0%	1%	-12%	-0.8%	i	14%
COc1ccc(CCNC(=O)CCCCn2c(=O)c3ccccc3n(CC(=O)Nc3c(C)cccc3C)c2=O)cc1OC	·	·	-16%	-17%	·	2%	-1.0%	·	·
CN(C)c1ccc(/C=N/N2CCN(Cc3ccccc3Cl)CC2)cc1	-1.4	9%	2%	13%	1%	2%	-0.7%	i	?
COc1ccc(-c2cc(NC(=O)c3cncn3-c3ccccc3)ccc2OC)cc1	0.6	-18%	-25%	1%	0%	5%	5.0%	i	3%
C=CCn1c(NCc2ccc3c(c2)OCO3)nc2ccccc21	-5.9	-8%	17%	-2%	-1%	-10%	3.4%	i	16%
COC(=O)C1=C(C)N(Cc2ccccc2)C(=S)N[C@H]1c1cccc(F)c1	1.4	?	?	-19%	-5%&-6%	?	2.1%	i	6%
Cc1ccc(NC(=O)COc2cccnc2[N+](=O)[O-])cc1S(=O)(=O)N1CCOCC1	3.7	-9%	?	-10%	5%	1%	0.0%	i	1%
COc1ccc(/C=C2/N=C(SC)NC2=O)cc1OC	3.0	1%	-14%	-28%	-3%	-1%	5.9%	i	3%
CC1CCCN(C(=O)CSc2nnc(-c3c[nH]c4ccccc34)o2)C1 (stereo not given)	-2.3	-21%	18%	2%	2%	-22%	5.7%	i	-1%
COc1cccc(NC(=O)CSc2nnc(CNC(=O)c3ccco3)n2C)c1	2.7	5%	-4%	3%	-2%	6%	-0.3%	i	9%
O=C(c1ccccc1Br)N1N=C(c2ccccc2)CC1c1ccccc1F (stereo not given)	-1.6	-1%	?	0%	-3%	?	6.1%	i	15%
FC(F)(F)c1cccc(NC(=S)NCc2ccccc2)c1	-0.1	-15%	?	-2%	1%	-38%	3.2%	i	8%
Cc1ccc(NC(=O)C(SCC(=O)O)c2ccccc2)cc1C (stereo not given)	-5.8	1%	-3%	-1%	0%	0%	-0.4%	i	-2%
Cc1nn(-c2ccccc2)c(C)c1NC(=O)COC(=O)c1ccc(Cl)c(N)c1	-0.3	0%	16%	2%	0%	-8%	0.0%	i	-9%
CSc1ccccc1-c1nnc(-c2ccc(Cl)cc2Cl)o1	0.0	-8%	7%	0%	-2%	-3%	2.5%	i	-1%
COc1ccc(N2CCN(c3ncccc3C#N)CC2)cc1	-1.8	0%	0%	9%	-1%	4%	2.8%	i	4%
O=C(Cn1cc([N+](=O)[O-])cn1)Nc1ccn(Cc2c(F)c(F)cc(F)c2F)n1	-5.6	-3%	7%	1%[1.84 µM]	-2%	-2%	-1.0%	i	-1%
O=C(COC(=O)CCC(=O)c1ccc(F)cc1)NCc1ccc(Cl)cc1	-1.5	-3%	3%	-2%	0%	18%	0.0%	i	0%
COc1cc2c(cc1OC)CN(C(=O)c1nn(Cc3ccccc3)c(=O)c3ccccc13)CC2	1.4	-8%	?	-19%	3%	-30%	1.8%	i	10%
COc1ccc(-c2[nH]nc3c2C(c2ccsc2)C(C#N)=C(N)O3)cc1 (stereo not given)	-2.7	-3%	7%	-9%	-2%	-4%	23%	i	4%
O=C(COC(=O)Cc1cccc(C(F)(F)F)c1)Nc1ccccc1	-0.4	-3%	8%	-4%	-1%	7%	-0.3%	i	4%
CCOc1ccc(/C=C2\SC(=O)N(CCNC(=O)C3COc4ccccc4O3)C2=O)cc1OC (stereo not given)	-35*	-2%	?	-7%	2%	?	0.8%	i	4%
Cc1ccc(CSCCNC(=O)/C=C/c2ccc(Cl)cc2)cc1	0.3	-5%	9%	-1%	-4%	5%	0.2%	i	1%
Cn1c(=O)[nH]c(=O)c2c1nc(N1CCOCC1)n2CCCSc1ncccn1	-1.4	1%	8%	-2%	0%	10%	0.3%	i	6%
COc1ccc(S(=O)(=O)O)cc1P(=O)(c1ccccc1)c1ccccc1	-1.1	9%	1%	2%	0%	3%	-0.1%	i	9%
